Compound activity (PubChem BioAssay)
Apoferritin bind: qHTS Assay for Identification of Novel General Anesthetics; Potency, µM (highest dose often 77.5 µM), for inactives: at the highest dose activity change, negative = displacement, usual class: inhibitors; apoferritin/1-aminoanthracene competitive binding, fluorescence; AID 485281, 2010; 0.074% of 350,000 active; Ferritin light chain (Equus caballus), P02791; also: % is scaled to controls: 0 for no effect and ±100 for the full control effect; nearly all actives have a fitted effect of over 20% in size
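In PBS, apoferritin at 10 uM is loaded with 1-AMA from a 50% saturated solution. After 10 min of compound exposure at ambient temperature, reduced 535 nm fluorescence indicates probe displacement.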
Pol kappa inh: qHTS for Inhibitors of Polymerase Kappa; DNA polymerase kappa (Homo sapiens), Q9UBT6; purified Pol kappa, fluorescent DNA synthesis assay, 10 min; Potency, µM (top dose mostly 107 µM), inactives show at the top dose activity, negative = inhibition, actives largely listed as inhibitors; 0.53% of 400,000 active; AID 588579, 2011; also: % is scaled to controls: 0 for no effect and ±100 for the full control effect
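First, compounds were pin-transferred onto 10 nM Pol kappa. After 15 min at room temperature, substrate was added to 50 nM final. Fluorescence was then measured kinetically at 0 and 10 min.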
Pol eta inh: qHTS for Inhibitors of Polymerase Eta; DNA polymerase eta (Homo sapiens), Q9Y253; recombinant Pol eta, fluorescent DNA replication assay; Potency, µM (top dose mostly 114 µM), inactives show top-dose activity change, negative = inhibition, hits mostly inhibitors; 1.2% of 390,000 active; also: % is scaled to controls: 0 for no effect and ±100 for the full control effect
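Pol eta at 10 nM preincubated with compounds 15 min at room temperature; reaction started with fluorescent substrate (50 nM final) and read kinetically at 0 and 10 min.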
BLM inh: qHTS Assay for Inhibitors of Bloom's syndrome helicase (BLM); recombinant BLM DNA unwinding, fluorescence dequenching; Potency, µM (series often up to 56.1 µM), for the others: top-dose activity change, negative = inhibition, usual class: inhibitors; RecQ-like DNA helicase BLM (Homo sapiens), P54132; AID 2528, 2010; 0.2% of 350,000 active;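 also: plate controls were vehicle for no effect and no enzyme for full effect; nearly all actives have a fitted effect of over 35% in size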
APE1 inh: qHTS Assay for Inhibitors of the Human Apurinic/apyrimidinic Endonuclease 1 (APE1); DNA repair nuclease/redox regulator APEX1 (Homo sapiens), P27695; Potency, µM (doses to about 65.8 µM), for inactives: at the highest dose activity change, negative = inhibition, actives largely listed as inhibitors; 0.35% of 350,000 active; recombinant APE1, TAMRA/BHQ-2 abasic DNA cleavage fluorescence;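 also: plate controls were vehicle for no effect and reference inhibitor for full effect; nearly all actives have a fitted effect of over 55% in size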
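Endonuclease cleavage of a quenched abasic-site DNA duplex (50 nM) by APE1 (0.75 nM) was tracked by TAMRA dequenching. Compounds were preincubated with enzyme 15 min at room temperature; data normalized to buffer-only and DMSO wells plus NSC13755 control.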
BAZ2B block: qHTS Assay for Inhibitors of BAZ2B. Bromodomain adjacent to zinc finger domain protein 2B (Homo sapiens), Q9UIF8. Potency, µM (top dose mostly 114 µM), for inactives: at the top dose activity change, negative = inhibition, usual class: inhibitors. 4.4% of 360,000 active. AlphaScreen BAZ2B-H3K14Ac peptide displacement; also: % is scaled to controls: 0 for no effect and ±100 for the full control effect; nearly all actives have a fitted effect of over 60% in size
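In this displacement format the biotinylated H3(5-23) peptide acetylated at Lys14 serves as ligand at 50 nM, with BAZ2B at 50 nM in PBS pH 7.4 containing 0.01% Tween-20. Donor and acceptor beads are 10 ug/mL final.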
G9a block: qHTS Assay for Inhibitors of Histone Lysine Methyltransferase G9a; Histone-lysine N-methyltransferase EHMT2 (Homo sapiens), Q96KQ7; G9a H3K9 monomethylation, AlphaScreen, 2 h; Potency, µM (titrated, usually from 102 µM), for inactives: top-dose activity, negative = inhibition, actives largely listed as inhibitors; 8.8% of 350,000 active; also: % is scaled to controls: 0 for no effect and ±100 for the full control effect; nearly all actives have a fitted effect of over 75% in size
Target sequence (Q96KQ7 913-1193 limits assumed): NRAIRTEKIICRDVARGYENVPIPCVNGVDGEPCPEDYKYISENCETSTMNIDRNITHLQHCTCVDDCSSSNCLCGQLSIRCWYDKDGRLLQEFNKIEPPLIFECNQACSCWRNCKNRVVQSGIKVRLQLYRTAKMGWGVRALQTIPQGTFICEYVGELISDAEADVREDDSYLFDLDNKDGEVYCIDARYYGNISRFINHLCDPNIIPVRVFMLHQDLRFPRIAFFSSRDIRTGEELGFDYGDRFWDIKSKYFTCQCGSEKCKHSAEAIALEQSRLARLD
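AlphaScreen detection with an anti-monomethyl H3K9 antibody quantified product after a 2 h room-temperature reaction containing 500 nM biotinylated H3K9 peptide, 20 µM SAM and 20 nM enzyme, which had been preincubated 15 min with compound.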
POLB inh: qHTS Assay for Inhibitors of DNA Polymerase Beta; 1.3% of 340,000 active; P06746; Potency, µM (highest dose often 114 µM), without a hit: at the highest dose activity change, negative = inhibition, most hits filed as inhibitors; AID 485314, 2010; Pol beta primer extension/strand displacement, fluorescence kinetic; also: % is scaled to controls: 0 for no effect and ±100 for the full control effect
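Pol beta (10 nM) was preincubated with compound for 15 min at room temperature. The reaction was then started with 50 nM substrate and read immediately and after a further 10 min at room temperature.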
POLI inh: qHTS for Inhibitors of Polymerase Iota | DNA polymerase iota (Homo sapiens), Q9UNA4 | Pol iota fluorescent replication assay, 10 min | Potency, µM (top dose mostly 115 µM), inactives show top-dose activity, negative = inhibition, actives largely listed as inhibitors | 1% of 390,000 active | AID 588590, 2011
Target sequence (Q9UNA4 whole entry, looked up): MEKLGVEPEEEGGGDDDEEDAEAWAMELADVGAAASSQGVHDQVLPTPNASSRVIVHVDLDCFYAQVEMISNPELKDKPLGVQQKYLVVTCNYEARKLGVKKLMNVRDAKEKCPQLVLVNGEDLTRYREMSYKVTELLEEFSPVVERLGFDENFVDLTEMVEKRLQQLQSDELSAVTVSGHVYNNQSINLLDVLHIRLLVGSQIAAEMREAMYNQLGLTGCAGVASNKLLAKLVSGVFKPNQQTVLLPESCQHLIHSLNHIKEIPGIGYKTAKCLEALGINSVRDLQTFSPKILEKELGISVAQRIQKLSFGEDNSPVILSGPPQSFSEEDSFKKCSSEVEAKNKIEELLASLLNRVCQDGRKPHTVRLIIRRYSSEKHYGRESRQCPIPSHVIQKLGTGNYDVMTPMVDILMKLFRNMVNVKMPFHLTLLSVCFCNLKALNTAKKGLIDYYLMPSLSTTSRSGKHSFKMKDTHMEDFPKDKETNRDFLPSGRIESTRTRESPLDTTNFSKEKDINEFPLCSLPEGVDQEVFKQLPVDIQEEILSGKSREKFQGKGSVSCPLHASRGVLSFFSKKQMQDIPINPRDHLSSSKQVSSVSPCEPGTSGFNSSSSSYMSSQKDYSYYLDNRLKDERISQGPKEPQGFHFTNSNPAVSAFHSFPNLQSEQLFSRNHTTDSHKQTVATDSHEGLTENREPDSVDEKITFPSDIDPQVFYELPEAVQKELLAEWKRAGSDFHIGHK
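Pol iota at 10 nM preincubated 15 min with compounds at room temperature; reaction started with fluorescent substrate, 50 nM final. Fluorescence read kinetically at 0 and 10 min; buffer-only wells as negative control.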
An asterisk follows results filed as active; ? = inconclusive; / = no result given; [ ] = another dose, or the depositor's remark. Calls follow the shape of the dose curve; as a rule, active = well fitted curve in the direction sought with a large enough effect; inconclusive = small, poorly fitted or top-dose-only effect, or another doubt; inactive = no such curve, though single readings can be large; an effect the other way counts as inactive or inconclusive. Potency is read from the fitted curve at half-maximal effect.

Each structure is followed by: G9a block | POLB inh | Pol kappa inh | Apoferritin bind | Pol eta inh | BLM inh | BAZ2B block | POLI inh | APE1 inh
1. O=C1Cc2cc(S(=O)(=O)Nc3ccccc3Cl)cc3c2N1CCC3
→ -11% | 1% | 0% | 3% | -13% | 0% | -14% | 43%[activator] | 25%
2. COc1ccc(-n2nc(C(=O)NCC(=O)N3CC(C)CC(C)C3)c3ccccc3c2=O)c(OC)c1 (stereo unspecified)
→ -8% | 43% | 1% | 4% | -15% | -2% | -5% | 3% | -14%
3. COc1cc(-c2nc(C(F)(F)F)c(OC)o2)cc(OC)c1OC
→ ? | 22% | -13% | 28% | -13% | 0% | -6% | 15% | -7%
4. Cn1c(C(=O)N2CCCC(C(=O)NCCN3CCOCC3)C2)cc2sccc21 (stereo unspecified)
→ -19% | -12% | -3% | -1% | -7% | 0% | 7% | -18% | -3%
5. O=C(O)c1ccc(CS(=O)(=O)c2ccc(Br)cc2)cc1
→ / | 3% | -12% | -2% | 0% | 1% | 12% | 14% | 5%
6. CC(Sc1nnc2c(n1)C1(C)CCC2C1(C)C)C(=O)Nc1ccccc1 (stereo unspecified)
→ / | 15% | -18% | -19% | -5% | -3% | 5% | 41%[activator] | -4%
7. C/C(=N\OCc1ccc(C#N)cc1)c1ccccc1
→ 112%[activator] | 11% | 7% | -7% | -1% | -4% | / | 12% | 14%
8. Cc1ccc(-c2cc(C(=O)N/N=C/c3ccco3)[nH]n2)cc1
→ 13%[2.33 µM] | ? | -19% | -18% | ? | 1% | -12% | -7% | 0%
9. Cc1ccc(NS(=O)(=O)c2cc3[nH]c(=O)c(=O)[nH]c3cc2C)c(C)c1
→ 9% | -8% | 1% | -20% | -11% | 0% | -36% | 22% | -3%
10. CCOC(=O)C(Cc1ccccc1)NC(=O)CNC(=O)CNC(=O)OCc1ccccc1 (stereo unspecified)
→ -18% | 28% | -3% | -1% | -1% | 0% | -2% | 17% | 0%
11. CCN(CC(=O)NCc1cccs1)C(=O)CCCOc1ccc(C(C)(C)C)cc1
→ -7%[12.7 µM] | / | -7% | / | -23% | / | 1% | 12% | 23%
12. O=C(CCCOc1ccccc1)NNC(=O)c1ccc(Cl)cc1
→ / | / | 0% | / | -3% | / | / | 7% | 20%
13. Cc1cc([N+](=O)[O-])nn1CCCC(=O)Nc1sc2c(c1C(N)=O)CCC(C)C2 (stereo unspecified)
→ 17%[59 µM] | 3% | -5% | -9% | -18% | -1% | -8% | -3% | 12%
14. Cn1c(=O)c(=O)n(C)c2cc(S(=O)(=O)N3CCCC3C(=O)NCc3ccco3)ccc21 (stereo unspecified)
→ / | 3% | -3% | -2% | -18% | 1% | -19% | 50%[activator] | -4%
15. O=C1C2C(c3ccccc3)C=CC(c3ccccc3)C2C(=O)N1CCCO (stereo unspecified)
→ 6% | 31% | -22% | -8% | -9% | -3% | 4% | -5% | 13%
16. Cc1csc(Nc2cccc3ccccc23)n1
→ 45µM* | -16% | -18% | ? | 0% | -4% | 50µM* | 42%[activator] | -3%
17. Cc1cc(C(C)(C)C)oc1C(=O)NCCCNC(=O)c1oc(C(C)(C)C)cc1C
→ 20%[59 µM] | 50% | 1% | -10% | -1% | -13% | 2% | 10% | 13%
18. Cc1cc(C)n2nc(SCC(=O)N(CCC#N)c3ccccc3F)nc2n1
→ 8%[2.33 µM] | / | -11% | / | -23% | / | 9% | 25% | 5%
19. COc1c(F)c(F)c(C(=O)Nc2ccc(N3CCN(C(C)=O)CC3)c(Cl)c2)c(F)c1F
→ 19%[59 µM] | -3% | -4% | ? | -17% | -2% | 2% | -5% | -2%
20. CCN1C(=O)C(=O)N(Cc2ccc(OC)c(F)c2)C1=O
→ 16% | 71% | 2% | 2% | 8% | 1% | 5% | -18% | 12%
21. CCN1CCN(C(=O)Cn2ncc3c2-c2ccccc2OC3)CC1
→ ? | 0% | 15% | -5% | -8% | 2% | 10% | 44%[activator] | ?
22. O=C(O)Cc1ccc(NC(=O)COc2ccc3ccccc3c2)cc1
→ 18% | -26% | -9% | 0% | 1% | -1% | -7% | 11% | 15%
23. Cc1c(-c2ccccc2)c(=O)oc2ccc(OC(=O)N3CCOCC3)cc12
→ 12%[59 µM] | 27% | -8%[60.1 µM] | -8% | -14% | 2% | -1% | 16% | /
24. Cc1ccc(-c2nc3cccnc3s2)cc1NS(=O)(=O)c1ccc2c(c1)CCCC2
→ ? | -3% | 0% | -1% | -13% | -8% | -2% | -19% | ?
25. CCOC(=O)c1c(CC(C)C)csc1/N=C/C1C(=O)CCCC1=O
→ 50µM* | -29% | -21% | ? | -19% | -5% | ? | 48%[activator] | -6%
26. Cc1ccc2c(c1)/C(=N/N1C(=O)c3ccccc3C1=O)C(=O)N2
→ -12%[59 µM] | 6% | 2% | -11% | -11% | 0% | 0% | 6% | 1%
27. Cc1ccccc1-c1nnc(SCC(=O)N2CCCC2)o1
→ -26% | 16% | 2% | -6% | -5% | 1% | -5% | 5% | 39%[activator]
28. Cc1nn(CC(=O)Nc2ccc3c(c2)OCCO3)c(C)c1[N+](=O)[O-]
→ / | / | -3% | / | -5% | / | / | 38%[activator] | -12%
29. CC(C)N(CCn1c(=S)[nH]c2ccccc2c1=O)C(C)C
→ -23% | 19% | -1% | -11% | -9% | -3% | 4% | -11% | 0%
30. CSc1nc(N2CCOCC2)c2sccc2n1
→ 1%[59 µM] | 9% | -4% | -4% | 0% | -4% | -3% | -1% | 26%
31. O=C(COC(=O)c1ccc(S(=O)(=O)N2CCCCC2)cc1)NCc1ccco1
→ ? | 40µM* | ? | -14% | ? | -15% | / | ? | ?
32. CN(C)CCC(=O)c1ccc(Cl)cc1
→ 6.3µM* | 20% | -19% | -10% | 2% | 0% | -3% | -3% | -1%
33. COc1ccccc1CCNC(=O)c1cc(-c2ccncc2)nc2ccc(Br)cc12
→ ? | -14% | -26% | -9% | 45µM* | -1% | ? | 42%[activator] | 3%
34. N#Cc1nc(-c2ccco2)oc1N1CCCC1
→ 25%[2.33 µM] | 12% | -6% | -2% | -11% | -3% | 3% | 6% | 1%
35. Cc1ccc(SCC(=O)OC(C)C(=O)NC2CCCCC2C)c(C)c1 (stereo unspecified)
→ -33%[12.7 µM] | / | 2% | / | -15% | / | 34%[activator] | 18% | -5%
36. CCOc1ccc(NC(=O)C(C)NS(=O)(=O)c2ccc(NC(C)=O)cc2)cc1 (stereo unspecified)
→ ? | 23% | 2% | 4% | -24% | -2% | / | 151%[activator] | -5%
37. O=C(NC1CCSc2ccccc21)c1c(F)cccc1Cl (stereo unspecified)
→ -1%[12.7 µM] | 25% | -5% | -2% | -7% | -6% | -4% | 49%[activator] | -2%
38. COc1cc(OC)cc(OC(=O)c2cccc(S(=O)(=O)N3CCN(C)CC3)c2)c1
→ ? | / | -7% | / | -1% | / | -8% | ? | 12%
39. CCOC(=O)c1ccccc1NS(=O)(=O)c1ccc(S(=O)(=O)N2CCCC2)cc1
→ 5%[2.33 µM] | -7% | -6% | -22% | -10% | -4% | 8% | ? | 4%
40. Cc1cc(C(=O)COC(=O)c2ccc[nH]c2=O)c(C)n1-c1ccc(Br)cc1
→ -10%[59 µM] | 12% | -13% | -17% | 0% | -1% | ? | -2% | -11%

A few values from above:
Under POLB inh, #39 is entered as -7%
Under APE1 inh, #40 is entered as -11%

The main list resumes, starting three compounds before the break.
Each structure is followed by: G9a block | POLB inh | Pol kappa inh | Apoferritin bind | Pol eta inh | BLM inh | BAZ2B block | POLI inh | APE1 inh
38. COc1cc(OC)cc(OC(=O)c2cccc(S(=O)(=O)N3CCN(C)CC3)c2)c1
→ ? | / | -7% | / | -1% | / | -8% | ? | 12%
39. CCOC(=O)c1ccccc1NS(=O)(=O)c1ccc(S(=O)(=O)N2CCCC2)cc1
→ 5%[2.33 µM] | -7% | -6% | -22% | -10% | -4% | 8% | ? | 4%
40. Cc1cc(C(=O)COC(=O)c2ccc[nH]c2=O)c(C)n1-c1ccc(Br)cc1
→ -10%[59 µM] | 12% | -13% | -17% | 0% | -1% | ? | -2% | -11%
41. COc1ccc([C@@H]2CC=C(C(=O)O)[C@H](c3ccc(Cl)cc3)N2S(=O)(=O)c2ccccc2C)cc1
→ -4%[2.33 µM] | / | -3% | / | -4% | / | -22% | -26% | 25%
42. NC1=NC(c2cn[nH]c2-c2cccc(F)c2)n2c(nc3ccccc32)N1 (stereo unspecified)
→ 34% | 7% | 2% | -3% | -7% | -5% | -4% | 62%[activator] | 10%
43. O=C(O)c1cnn(-c2nc(-c3ccc(F)cc3)cs2)c1C(F)(F)F
→ -37% | 4% | -1% | -1% | -17% | 0% | -20% | 0% | -2%
44. Cc1ccc(C)c(NC(=O)NNC(=O)c2cc3occc3[nH]2)c1
→ 11%[59 µM] | ? | -8% | ? | -10% | -4% | ? | 4% | 21%
45. CC(C)(C)c1ccc(C(=O)NCCC(=O)NC2=NCCS2)cc1
→ 12%[59 µM] | / | -4% | / | -1% | / | 10% | -19% | 9%
46. O=C1N[C@@H](Cc2ccccc2)COC(=O)[C@@H](Cc2ccc(F)cc2)CC/C=C/C[C@@H]1CC(=O)N(CCO)Cc1ccccc1
→ / | / | -14% | / | -26% | / | / | -17% | 4%
47. COc1ccc(CC(=O)OCC(=O)c2ccc(OC)c(OC)c2)cc1
→ 2%[2.33 µM] | / | -10% | / | -9% | / | 5% | 23% | 13%
48. Cc1cc(=O)[nH]c(SCC(=O)Nc2ccc(Cl)cn2)n1
→ 6%[59 µM] | 3% | -7%[60.1 µM] | -12% | -9% | -1% | 7% | 21% | 2%
49. CSc1cccc(NC(=O)c2cccc3cccnc23)c1
→ 7% | 13% | -9% | 1% | -22% | -7% | ? | -23% | -4%

Only part of the results is shown; count on the stated rates, not on these rows.
